Assay outcomes deposited in PubChem by National Center for Advancing Translational Sciences (NCATS).
12-LOX inh = inhibitors of human 12S-lipoxygenase ALOX12; purified 12hLO, xylenol orange hydroperoxide absorbance; Potency, µM (top dose mostly 108 µM), without a hit: top-dose activity change, negative = inhibition, actives largely listed as inhibitors; 580,000 tested, 1.1% active; AID 1671190; active = well fitted inhibition curve with a large enough effect; inconclusive = small, poorly fitted or top-dose-only effect, or another doubt; inactive = no such curve, though single readings can be large or run the other way
Target sequence (P18054 whole entry, looked up): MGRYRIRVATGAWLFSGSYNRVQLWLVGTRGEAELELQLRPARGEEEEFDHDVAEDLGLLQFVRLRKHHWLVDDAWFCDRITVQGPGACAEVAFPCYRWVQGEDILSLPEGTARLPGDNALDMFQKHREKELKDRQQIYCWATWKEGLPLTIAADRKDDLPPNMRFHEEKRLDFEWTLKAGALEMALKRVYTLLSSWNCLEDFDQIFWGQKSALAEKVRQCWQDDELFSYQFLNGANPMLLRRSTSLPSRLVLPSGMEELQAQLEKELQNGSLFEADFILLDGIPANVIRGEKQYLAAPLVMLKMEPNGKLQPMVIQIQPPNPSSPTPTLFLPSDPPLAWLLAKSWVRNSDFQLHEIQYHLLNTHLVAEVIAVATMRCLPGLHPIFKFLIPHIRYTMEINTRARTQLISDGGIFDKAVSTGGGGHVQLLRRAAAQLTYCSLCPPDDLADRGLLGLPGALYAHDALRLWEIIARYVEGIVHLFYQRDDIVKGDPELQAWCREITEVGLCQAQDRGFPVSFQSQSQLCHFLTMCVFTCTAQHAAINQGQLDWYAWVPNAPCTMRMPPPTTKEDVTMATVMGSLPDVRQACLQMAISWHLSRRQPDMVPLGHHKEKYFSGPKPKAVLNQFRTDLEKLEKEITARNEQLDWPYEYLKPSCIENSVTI
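Purified human 12hLO at 150 nM in 25 mM Hepes, 0.01% Triton X-100, pH 7.0, preincubated 15 min at room temperature with compound. Reaction started with 40 uM arachidonic acid, 30 min at room temperature. Hydroperoxide measured by Fe-xylenol orange, 573/405 nm absorbance ratio.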
Active calls of the source: *; i = inactive; ? = inconclusive; [ ] = remark or other dose. % is set by controls: 0 for no effect and ±100 for the full control effect; potency is the fitted concentration of half-maximal effect. The list is partial (hit frequency here may not be typical).

SMILES | 12-LOX inh
CCCCC(=O)N/N=C(/C)c1ccc(NC(=O)c2ccc(Cl)cc2)cc1 | -53%
Cc1ccc(OCCNC(=O)c2nn(C)c(=O)c3ccccc23)cc1 | -8%
N#Cc1ccc(OCC2CN(Cc3c[nH]c4ccccc34)C(=O)c3c(ccnc3-c3ccc(OCC(=O)O)cc3)O2)cc1 (stereo unspecified) | 14%
Cc1ccc(C(=O)c2ccccc2C(=O)OCc2ccccc2C#N)cc1 | -9%
CC(=O)N1CCC(NC[C@H]2Cn3c(-c4ccc5c(c4)OCCO5)cnc3CO2)CC1 | 56%[activator][176 µM]
CC(C)c1ccccc1NC(=O)c1nn(Cc2ccccc2)c(=O)c2ccccc12 | -5%
COc1cc2ccccc2cc1C(=O)Nc1ccc2oc(-c3cccnc3)nc2c1 | 31%
COC(=O)[C@@H](Cc1ccc(O)cc1)NC(=O)[C@H]1O[C@@H](n2cnc3c(=O)[nH]c(N)nc32)[C@H](O)[C@@H]1O | -6%
O=C(CCc1ccccc1)N1CCCC(Cc2nc(C3CCOCC3)no2)C1 (stereo unspecified) | 10%
CCOC(=O)/C(C#N)=C\c1cc(Br)ccc1OCc1ccc(Cl)cc1 | ?
COCCc1noc([C@@H]2CC(F)(F)CN2C(=O)c2ncccc2C)n1 | 45%[activator]
COC(=O)c1ccc(COC(=O)c2cc(F)c(F)cc2Cl)cc1 | 7%
O=C(C(=O)N1CCC(Cc2ccccc2)CC1)c1ccccc1 | ?
CN(Cc1ccccc1)C(=O)C[C@@H]1O[C@H](CNS(=O)(=O)c2ccc(Cl)cc2)[C@@H](O)[C@H]1O | ?
CCOC(=O)COc1ccc2c(C)c(C)c(=O)oc2c1C | -19%
CN(C)c1ncc2c(n1)C(C)(C(=O)NCc1cccc(Cl)c1)CCC2 (stereo unspecified) | 15%[176 µM]
CCN(CC)S(=O)(=O)c1ccc(C(C)NCc2sccc2C)cc1 (stereo unspecified) | -12%
COc1ccc(-c2nonc2NC(=O)Cc2cccc3ccccc23)cc1 | -29%
Cc1ccc(Nc2ncncc2-c2nc(-c3ccccc3)no2)c(Cl)c1 | 45%[activator]
O=C(NC1CC1)C1CCC(=O)N(CCCc2ccccc2)C1 (stereo unspecified) | 43%[activator]

Six of the entries above in order of their number in 12-LOX inh, rising:
SMILES	12-LOX inh
CCCCC(=O)N/N=C(/C)c1ccc(NC(=O)c2ccc(Cl)cc2)cc1	-53%
Cc1ccc(C(=O)c2ccccc2C(=O)OCc2ccccc2C#N)cc1	-9%
COC(=O)[C@@H](Cc1ccc(O)cc1)NC(=O)[C@H]1O[C@@H](n2cnc3c(=O)[nH]c(N)nc32)[C@H](O)[C@@H]1O	-6%
CC(C)c1ccccc1NC(=O)c1nn(Cc2ccccc2)c(=O)c2ccccc12	-5%
O=C(CCc1ccccc1)N1CCCC(Cc2nc(C3CCOCC3)no2)C1 (stereo unspecified)	10%
COc1cc2ccccc2cc1C(=O)Nc1ccc2oc(-c3cccnc3)nc2c1	31%

The list continues.
SMILES | 12-LOX inh
CN1CCC(N2C[C@@H]3C[C@H]2C(=O)Nc2ccccc2O3)CC1 | 10%[176 µM]
Cc1cc(C(F)(F)F)nc(Sc2nc(C)cc(C)c2C#N)n1 | -2%
Cn1cccc1C(=O)N1CCC2(CCN(Cc3nccs3)CC2)CC1 | ?
COc1ccc(CN2CCC3(CN[S+](=O)([O-])c4ccccc4N3)C2)cc1 (stereo unspecified) | 11%
O=C(NC1CCCCC1)N1CCCC1c1nc(CCOCC2CCCC2)no1 (stereo unspecified) | 33%[activator]
Cc1nnc(-c2cc(-c3ccccc3Oc3ccccc3)ccn2)n1C1CCN(C)CC1 | 58%[activator][176 µM]
O=C1NCCC[C@@H]1NC(=O)[C@H]1CN(C(=O)c2cccc(F)c2)CCN1C(=O)c1cccnc1 | ?
CC(=O)NNC(=S)NCc1ccccc1 | 47%[activator]
CCC(=O)N(C1CCOCC1)C1CCN(S(=O)(=O)c2ccc(Cl)c(C)c2)CC1 | 43%
CCS(=O)(=O)Nc1ccc(C2(C(=O)N3CCN(CC(C)C)CC3)CCCCC2)cc1 | 46%[activator]
O=C(C(=O)N1CCC(Cc2ccccc2)CC1)c1ccccc1Br | -12%
CC(C)N1CCN(Cc2nnc3cc(-c4nc(-c5ccccc5)no4)ccn23)CC1 | 48%[activator]
Cc1cccc(S(=O)(=O)N2C[C@@H]3CCCN4CCC[C@@H]([C@H]34)[C@H]2CCCC(=O)N2CCOCC2)c1 | 19%
CC(C)n1nnnc1C1c2ccccc2C(=O)N1Cc1cccnc1 (stereo unspecified) | 6%
Cc1c(CNCc2ccccc2)c(C(=O)O)c(C)n1Cc1ccc(F)cc1Cl | 7%
CNC(=O)c1cccnc1N1CC2CC(C1)[C@H]1CCCC(=O)N1C2 (stereo partly specified) | -8%
CCc1cc(=O)n(CC(=O)Nc2cccc(Cl)c2C)c(N2CCOCC2)n1 | ?
O=C(C1CCC1)N1CCN(C(=O)Cc2ccsc2)[C@H]2CS(=O)(=O)C[C@H]21 | 10%
Fc1ccccc1COc1ccc(Cl)cc1CNn1cnnc1 | 29%
Cc1cc(=O)n2[nH]c(CN(C(=O)c3ccc(F)cc3)c3ccc(Cl)cc3)nc2n1 | ?
Cc1c(CCC(=O)N2CCN(Cc3ccccc3)CC2)c(=O)oc2cc(O)ccc12 | 0%
COc1cc(OC)cc(C(=O)N2CCCN(S(C)(=O)=O)c3ccccc32)c1 | -7%
O=C(CCc1ccnc(N2CCOCC2)c1)NCc1cnccn1 | 57%
O=C(CSc1nnc(-c2cccnc2)o1)c1ccc(S(=O)(=O)N2CCCC2)cc1 | 6%
CNC(=O)[C@@H]1CN(C(=O)C2CC=CCC2)C[C@H]1c1nc(C)no1 (stereo partly specified) | 84%[activator]
CN(C)c1ccnc(-c2ccccc2C(F)(F)F)n1 | 50µM*
CCOc1cccc(NC(=O)c2ccccc2)c1 | ?
Cc1nn(-c2ccc(C(C)C)cc2)c(C)c1[C@@H]1C=C[C@@H](NCc2ccccc2)C1 | 3%[176 µM]
Nc1cccc(OCc2ccccc2)c1 | ?
CC(C)(C)C(=O)COC(=O)C1(S(=O)(=O)c2ccc(Br)cc2)CCCC1 | 8%
Cc1[nH]nc2c1C(c1c(F)cccc1Cl)C1=C(COC1=O)N2 (stereo unspecified) | -40%
COCc1ccc(C(=O)N[C@@H]2COCC[C@@H]2OCc2c(C)noc2C)o1 | 56%[activator]
O=C(NCc1ccncc1)c1cn(C2CN(C(=O)Nc3ccc4c(c3)OCCO4)C2)nn1 | 0%
COCC1CN(C(C)=O)CC12CCN(C(=O)NCCc1ccccc1)CC2 (stereo unspecified) | 64%[activator]
CCCc1noc(-c2cccn3c(CNC(=O)CC4CCCCC4)nnc23)n1 | 1%
COc1ccc(NC(=O)N(C)C[C@@H]2OCCCC[C@@H](C)Oc3ccc(NC(=O)NC4CCCCC4)cc3C(=O)N([C@H](C)CO)C[C@@H]2C)cc1 | ?
O=C(O)CCc1ccsc1 | 10%
Fc1ccc(NCc2c(F)cccc2Cl)cc1Cl | ?
Cc1ccc2ncc([N+](=O)[O-])cc2c1 | -11%
O=C(O)[C@@H]1CN(Cc2ccccc2)C[C@@H]1C(=O)N1CCSCC1 | ?
CCOCCCNc1nc(-c2ccc(S(=O)(=O)N3CCCCCC3)cc2)cs1 | ?
O=C(O)c1cccnn1 | ?
Cc1noc(C)c1C(=O)N1C[C@@H](COc2ccccc2)[C@H](C(N)=O)C1 | 35%[activator]
COC(=O)c1cc(S(=O)(=O)N(C)CC(=O)Nc2ccccc2F)cn1C | 2%
Cc1[nH]c(SC(C)C(=O)Nc2cccc(S(=O)(=O)N3CCCCC3)c2)nc1Cc1ccccc1 (stereo unspecified) | 3%
O=C1CCN(Cc2ccncc2)CCCC(C(=O)NCCCc2ccccc2)CCN1 (stereo unspecified) | 18%
Cc1ccc(C(=O)NC2CCN(c3cc(-c4ccccc4)[nH]n3)CC2)cc1C | -2%
CC(=O)c1cc(CCC(=O)OC(C)C(=O)C23CC4CC(CC(C4)C2)C3)oc1C (stereo unspecified) | ?
COc1ccccc1CNC(=O)C1CCc2ncc(-c3ccsc3)n2C1 (stereo unspecified) | 83%[activator]
CCn1c(Cc2ccc(OC)cc2)nnc1SC(C)c1nc2ccccc2c(=O)[nH]1 (stereo unspecified) | 0%
Cc1nc2n(c1C(=O)NCc1cccs1)CCC(Nc1ccccc1)C2 (stereo unspecified) | 16%[176 µM]
CC(C)(C)c1ccc(O)c(NC(=O)c2cc[n+]([O-])cc2)c1 | ?
O=S1(=O)C=C(Sc2nc3ccccc3o2)c2ccccc21 | 5%
O=C(Cc1c[nH]c2ccccc12)NC1CCCNC1=O (stereo unspecified) | ?
COc1ccccc1C(=O)OC(c1ccc(NC(=O)c2ccc(OC(F)F)cc2)cc1)(C(F)(F)F)C(F)(F)F | ?
O=C(NCC1CCNC1)C1CCN(c2nc(-c3ccccc3)nc3c2CCC3)CC1 (stereo unspecified) | 18%
Cc1ccc2c(C)c(C(=O)N3CCCn4cncc4C3)oc2c1 | 29%
Fc1ccc(OCc2nc(C3CCNCC3)no2)cc1 | 58%[activator]
Cc1ccc(S(=O)(=O)Nc2nc3ccccc3nc2Nc2ccc(F)cc2)cc1C | -11%
Cc1cnn(CCC(=O)N2CCCCCCNC(=O)[C@@H]3CCCC[C@@H]32)c1 | 103%[activator]

Next section:
SMILES | 12-LOX inh
C=CCOc1ccccc1N | 5.6µM*
CC(=O)NCC(=O)N1c2ccccc2CC1c1nc(C(C)C)no1 (stereo unspecified) | 41%[activator]
COc1ccccc1CNc1cc(-c2ccccc2C(F)(F)F)ncn1 | -19%
CCCCN=CN1c2cc(OC)ccc2-n2cccc2C1c1ccccc1 (stereo unspecified) | ?
CCOC(=O)C1=CCN(S(=O)(=O)c2ccc(Cl)cc2)C1c1ccc(Br)cc1 (stereo unspecified) | -4%
N#CCCCCOC(=O)c1ccc(Oc2ccc(C(=O)OCCCCC#N)cc2)cc1 | 4%
CCN1CCCC1CNC(=O)Cn1nc2c(cc1=O)CCCC2 (stereo unspecified) | 44%[activator]
CCc1ccc(OCc2nn3c(=O)c4ccccc4nc3s2)cc1 | ?
CC(=O)Nc1cccc(-c2ccc3c(n2)CN(Cc2ccccc2C)C(=O)CO3)c1 | 9%[176 µM]
O=[S+]1([O-])NC2(CCN(CC3CCCCC3)CC2)COc2ccccc21 | 3%[6.33 µM]
C=CCNCc1ccc(OCC)c(OCC)c1 | 2%
Cc1ccccc1-c1[nH]nc2ncc(-c3ccsc3)nc12 | 16%[176 µM]
COC(=O)c1ccc(COc2ccc(OCc3ccccc3)cc2)o1 | -26%
O=C(COc1ccccc1)NC1CCN(c2ccccc2)C1=O (stereo unspecified) | 41%[activator]
O=C(CC1CCCCC1)NC1CCN(c2cnn(CC3CC3)c(=O)c2)CC1 | 25%
CC(CC#N)N1CCN(C(=O)c2cc3ccccc3[nH]2)CC1 (stereo unspecified) | 20%
Cc1ccc(OCC(O)CN2CCN(c3ccc(C(F)(F)F)cn3)CC2)cc1 (stereo unspecified) | -1%
CCCCNC(=O)CCN(CCCOC)C(=O)c1cc(C)oc1C | 42%
O=C(c1ccc(-c2ccc(N3CCCCC3)nc2)cc1)N1CCOCC1 | 5%
Cn1nc(C(=O)N2CCCN(c3cc(-c4ccccc4)[nH]n3)CC2)c2ccccc21 | 63%[activator]
CCCCNC(=O)c1ccc(Cc2cn(C)c3ccccc23)nc1 | -12%
COc1ccc(C[C@H](NC(=O)[C@@H]2C[C@H](NC(=O)Nc3cccc(SC)c3)CN2C(=O)c2cccn2C)C(N)=O)cc1 | -8%
CCCNC(=O)N1CC(=O)N2[C@@H](CO)[C@H](c3ccc(Br)cc3)[C@@H]2C1 | ?
Cc1ccc(CN2CCOCCNC(=O)[C@H]3CCCC[C@H]32)s1 | 89%[activator]
O=C(CC12CC3CC(CC(C3)C1)C2)Nc1ccc(F)c(Cl)c1 | ?
O=C(c1ccc(C(F)(F)F)cc1)N1CCC([C@@H]2CNC[C@H]2CO)CC1 | 45µM*
CCc1cc(CC)c2c(=O)c3ccccc3sc2c1 | -38%
O=C(c1cccc(F)c1)N1CCC2(CCN(Cc3ccccc3)CC2)CC1 | 11%[57.4 µM]
Cc1ccc(S(=O)(=O)N2CCN(C(=O)CCn3ccc4ccccc43)CC2)cc1 | ?
COC(=O)[C@@]1(Sc2ccc(C)cc2)CC(=O)N(C(=O)c2ccccc2)[C@@H]1c1ccccc1 | ?
O=C(NCc1cccc(Cl)c1)C1CCCN(c2ncnc3nc[nH]c23)C1 (stereo unspecified) | 27%
O=c1[nH]c(=O)n([C@H]2O[C@H](CO)[C@@H](O)[C@@H]2O)cc1/C=C\Br | -11%[22.9 µM]
COc1cccc(CCC(=O)N2CCN(C(=O)c3nnn4c3COC(c3ccc(C)cc3)C4)CC2)c1 (stereo unspecified) | 40%[activator]
CCN(CC)CCNC(=O)c1cc(C)nc2c(C)cccc12 | ?
CCc1nnc2ccc(NC3CC3)nn12 | 18%
C=CCn1c(SC)nc2c1c(=O)n(C)c(=O)n2C | 12%
CCCn1nc2c(c1C)C(c1ccc(OCC(N)=O)c(Cl)c1)CC(=O)N2 (stereo unspecified) | -4%
O=C1CCN(Cc2ccncc2)CCCC(C(=O)NCCCN2CCCc3ccccc32)CCN1 (stereo unspecified) | i

Some of the entries so far, as labelled records.
O=C(CC12CC3CC(CC(C3)C1)C2)Nc1ccc(F)c(Cl)c1
  12-LOX inh = ?
O=C(c1ccc(C(F)(F)F)cc1)N1CCC([C@@H]2CNC[C@H]2CO)CC1
  12-LOX inh = 45µM*
CCc1cc(CC)c2c(=O)c3ccccc3sc2c1
  12-LOX inh = -38%
O=C(c1cccc(F)c1)N1CCC2(CCN(Cc3ccccc3)CC2)CC1
  12-LOX inh = 11%[57.4 µM]
